HTRA1 inhibitor – HTRA1 serine protease inhibitors, primary screen, biochemical, fluorescence polarization, HTS. recombinant HTRA1, FP-rhodamine activity-based probe. inhibition, % at 5.96 µM. Q92743. 0.5% of 340,000 active. AID 504803, 2011; in the data active = inhibition above about 36%;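 also: 0% = enzyme with DMSO and 100% = wells lacking enzyme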
mABHD4 FP – ABHD4 inhibitors, primary screen, biochemical, fluorescence polarization, mouse; (Lyso)-N-acylphosphatidylethanolamine lipase (Mus musculus), Q8VD66; purified mABHD4, FP-Rh probe fluorescence polarization; inhibition, % at 8.92 µM; 0.54% of 370,000 active;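 active = inhibition exceeding the mean over every tested compound plus 3 SD, cut at about 30% in these data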;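 also: 0% = plate median of compound wells and 100% = S159A mutant with DMSO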
Target sequence (Q8VD66 whole entry, looked up): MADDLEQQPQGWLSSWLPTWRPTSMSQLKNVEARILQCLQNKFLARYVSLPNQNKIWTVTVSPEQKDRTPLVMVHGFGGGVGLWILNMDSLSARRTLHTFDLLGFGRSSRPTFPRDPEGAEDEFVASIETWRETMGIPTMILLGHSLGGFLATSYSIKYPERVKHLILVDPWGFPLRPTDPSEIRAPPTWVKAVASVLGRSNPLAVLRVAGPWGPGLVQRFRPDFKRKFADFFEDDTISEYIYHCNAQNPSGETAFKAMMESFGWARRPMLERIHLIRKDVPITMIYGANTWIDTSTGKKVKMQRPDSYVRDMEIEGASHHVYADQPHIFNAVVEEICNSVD
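Assay system: mABHD4 protein; medium: HEPES pH 7.0, NaCl, Pluronic buffer; dosing: 8.92 µM, single dose; schedule: 45 min + 60 min at 25 °C; signal: FP readout, ex 525 nm / em 598 nm; read-out: normalized percent inhibition of probe labeling; repeats: single replicate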
rCAG binder – binders of r(CAG) RNA repeats, primary screen, biochemical, fluorescence | r(CAG) RNA repeat, TO-PRO-1 dye displacement fluorescence | inhibition, % at 3 µM | 1.3% of 370,000 active;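 active = inhibition above the plate cutoff, the mean of all test compounds on that plate plus 3 SD, cut at about 35% in these data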;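 also: 0% = DMSO alone and 100% = 100 µM mitoxantrone as full dye displacement; higher means more dye released from RNA so lower well fluorescence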
SMARCA2 act – SMARCA2 (BRM) function activators, primary screen, cell-based, luminescence, high throughput | MG213 cells, MMTV-luciferase reporter, dexamethasone, overnight | activation, % at 9.1 µM | 1% of 370,000 active; in the data active = activation above about 7.8%;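 also: 0% = vehicle wells and 100% = reference activator wells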
GC-A act – GC-A stimulated cGMP production enhancers – HEK293 GC-A cells, cGMP TR-FRET, EC30 ANP, primary screen; activation, % at 10 µM; AID 1671463, 2021; 0.14% of 370,000 active; 0% at EC30 ANP, 100% saturating ANP; Atrial natriuretic peptide receptor 1 (Homo sapiens), P16066; in the data active = activation above about 40%
ARFGAP1 inh – inhibitors of rat ARFGAP1 GAP activity, primary screen, biochemical, fluorescence polarization, GDP tracer. Arfgap1-stimulated ARF1 GTP hydrolysis, GDP FP detection. inhibition, % at 16.5 µM. ADP-ribosylation factor GTPase-activating protein 1 (Rattus norvegicus), Q62848. 0.26% of 360,000 active. AID 651572, 2012;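 active = inhibition above a per-plate limit, mean inhibition of low control wells plus 3 SD, cut at about 25% in these data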;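 also: 0% = DMSO wells with enzyme and 100% = wells lacking Arfgap1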
Target sequence (Q62848 1-136 limits assumed): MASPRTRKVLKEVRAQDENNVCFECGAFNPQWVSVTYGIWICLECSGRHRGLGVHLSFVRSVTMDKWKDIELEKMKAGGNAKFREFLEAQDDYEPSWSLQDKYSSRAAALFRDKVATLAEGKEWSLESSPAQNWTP
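System: truncated rat Arfgap1 GAP domain / Benchmarks: high control wells lacking Arfgap1, low control full reaction with DMSO / Times: compound-enzyme preincubation 20 min, reaction 120 min, detection 60 min, 25 °C / Repeats: one replicate per compound / Also added: human ARF1(Δ1-17)-GTP substrate / Measured by: Tracer-displacement fluorescence polarization with EDTA stop, 620/688 nm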
PG9 Ab binder – binders of HIV-1 gp120 antibody PG9, primary screen, biochemical, TR-FRET. HIV-1 gp120 / PG9 antibody interaction. TR-FRET gp120-PG9 antibody binding. inhibition, % at 6.7 µM. 0.43% of 360,000 active; in the data active = inhibition above about 8.5%
NR1D1 modulator – modulators of Rev-erb alpha DNA binding, primary screen, biochemical, FITC-DNA, fluorescence polarization, uHTS. Rev-erbα–FITC-DNA binding, 90 min. activity, % at 10 µM. 0.79% of 370,000 active. AID 1259318, 2017;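 active = activity above about 14%, limit read from the data; passing the limit was not always enough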;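 also: 0% = DMSO wells with 35 nM protein and 100% = DMSO wells with 750 nM protein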
ASAP1 inh – inhibitors of human ASAP1 ArfGAP activity, primary screen, biochemical, fluorescence polarization; 0.19% of 360,000 active; inhibition, % at 16.5 µM; ASAP1-stimulated ARF1 GTP hydrolysis, GDP FP detection; Arf-GAP with SH3 domain, ANK repeat and PH domain-containing protein 1 (Homo sapiens), …; in the data active = inhibition above about 25%;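 also: 0% = vehicle with enzyme and substrate and 100% = no enzyme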
Target sequence (Q9ULH1 325-724 limits assumed): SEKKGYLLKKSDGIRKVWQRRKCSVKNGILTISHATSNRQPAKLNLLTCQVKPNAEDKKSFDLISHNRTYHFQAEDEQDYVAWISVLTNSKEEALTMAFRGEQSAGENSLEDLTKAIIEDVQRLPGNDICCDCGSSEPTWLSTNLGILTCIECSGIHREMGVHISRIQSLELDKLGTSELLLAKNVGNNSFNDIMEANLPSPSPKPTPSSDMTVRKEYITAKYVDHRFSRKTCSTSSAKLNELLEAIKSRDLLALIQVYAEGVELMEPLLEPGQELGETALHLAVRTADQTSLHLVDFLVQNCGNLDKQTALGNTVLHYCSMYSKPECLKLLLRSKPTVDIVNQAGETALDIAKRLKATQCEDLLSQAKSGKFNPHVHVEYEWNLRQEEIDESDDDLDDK
NPR2 activator – human GC-B receptor activators, primary screen, HEK293 GC-B cells, cGMP TR-FRET, EC30 CNP | 0% at EC30 CNP, 100% saturating CNP | activation, % at 10 µM | 0.11% of 370,000 active | AID 1920062, 2024;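 active = activation at 10 µM reaching about 35% in either raw or pattern-adjusted values, limit read from the data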
An asterisk follows results filed as active; / = no result given. Not a hit list. About 4.4% of those tested had a hit in this group.

SMILES	HTRA1 inhibitor	mABHD4 FP	rCAG binder	SMARCA2 act	GC-A act	ARFGAP1 inh	PG9 Ab binder	NR1D1 modulator	ASAP1 inh	NPR2 activator
CC(C)CN1CCN(Cc2cccn2-c2ccc(Cl)cn2)CC1CCO (centres undefined)	5	3	-1	-2	-2	-2	-0.4	2	-7	0
Cc1nc2ccccc2c(=O)n1NC(=O)c1ccc(Cl)cc1	7	-1	2	0	4	-3	-0.2	5	4	-5
CC(=O)Nc1ccc(S(=O)(=O)N2CCN(Cc3cccnc3)CC2)cc1	-2	10	-1	-3	0	3	-1.9	-4	8	0
CCOC(=O)COc1ccc(C(=O)CC)cc1OC	1	1	-4	-1	-2	-15	-1.7	-2	-2	-6
CC(C)(OC(=O)c1ccc(F)cc1)c1cc2ccccc2c(=O)o1	-17	-7	-5	0	-5	2	0.3	-2	3	-10
O=C(c1cccc(S(=O)(=O)N2CCc3ccccc32)c1)N1CCc2ccccc2C1	-16	-6	3	-5	-25	-1	-0.1	2	0	-13
COc1ccccc1C(=O)N1N=C(c2ccc(NS(C)(=O)=O)cc2)CC1c1cccs1 (centres undefined)	0	-6	6	-2	-20	-1	-0.9	0	3	-7
COc1ccc(OC)c2[nH]c(C(=O)N/N=C/c3ccccc3O)cc12	54*	24	19	-4	-2	14	0.5	-1	2	-10
O=C1CCc2cc(S(=O)(=O)NC(C(=O)N3CCN(c4ccccn4)CC3)c3ccccc3)ccc2N1 (centres undefined)	6	5	-3	-1	-1	9	2.1	0	3	2
CCOc1ccc2[nH]c(=O)c(CN(CCO)C(=O)c3ccccc3F)cc2c1	5	-4	-1	-4	2	-11	1.1	5	-6	-4
O=[N+]([O-])c1ccc(N2CCN(S(=O)(=O)c3ccccc3[N+](=O)[O-])CC2)cc1NCc1cccnc1	-8	0	10	0	-7	-11	-3.4	7	-3	-6
CCOC(=O)c1ccc(NC(=S)Nc2ccc(Cl)cn2)cc1	-6	0	0	-4	0	16	0.9	-3	-8	-4
COc1cc2ncnc(NCCc3ccccc3)c2cc1OC	7	-3	-5	-4	7	-14	-2.4	-4	0	2
CCOC(=O)c1c(NC(=O)COC(=O)c2nc(Cl)ccc2Cl)sc(C(=O)NC)c1C	-10	-2	3	-1	3	10	7.0	5	4	4
NC(=O)c1ccc(NC(=O)CN2CCOCC2)cc1	8	3	-1	-1	-2	-12	-0.2	-3	-10	-3
S=c1[nH]nc(-c2ccc3ccccc3n2)n1-c1ccc(Cl)cc1	4	0	5	-1	1	-13	2.1	0	-2	-7
O=C(COc1ccc(Cl)cc1)N(Cc1cccs1)C1CCS(=O)(=O)C1 (centres undefined)	-2	1	1	-3	-6	-5	-2.8	-5	2	-10
O=C(O)CSc1nnnn1C1CCCCC1	-2	3	1	-5	-1	-3	0.6	0	-4	0
CCCCCc1nc2c(C#N)c(-c3ccc(Cl)cc3)ccn2n1	-5	7	1	3	6	-13	0.1	-6	2	19
CC(C)c1nnc(NC(=O)CCN2C(=O)c3ccccc3C2=O)s1	-8	0	-4	0	-2	1	1.1	-1	-15	-2
CC(=O)CCc1ccc(OCCCOc2cccc3cccnc23)cc1	-18	-6	-9	-1	-2	-1	-0.6	3	-4	6
O=C(Nc1cccc(S(=O)(=O)NC2=NCCC2)c1)C1CCCCC1	0	1	-1	-2	0	7	0.9	3	16	-4
CCOC(=O)c1c(C)[nH]c(C(=O)CSc2nnnn2-c2ccccc2)c1C	7	-7	1	0	7	3	0.6	4	-7	-1
O=C(c1ccc(Oc2ccccc2)cc1)c1nc2c(n1O)CCCC2	2	-2	0	-1	-2	5	0.3	-2	8	-1
O=C1c2ccccc2CN1CCNS(=O)(=O)c1ccc2ccccc2c1	2	-5	3	-1	-4	5	1.4	8	6	0
The listing continues:
SMILES	HTRA1 inhibitor	mABHD4 FP	rCAG binder	SMARCA2 act	GC-A act	ARFGAP1 inh	PG9 Ab binder	NR1D1 modulator	ASAP1 inh	NPR2 activator
COCCSc1nnc(NC(=O)c2ccc(NC(C)=O)cc2)s1	1	-3	2	0	-3	1	-3.6	0	2	5
Cc1c(N=C2N=C(NC(=O)c3ccc(F)cc3)c3ccccc32)c(=O)n(-c2ccccc2)n1C	6	1	1	-2	58*	7	-0.2	92*	12	-4
O=S(=O)(NC(=S)Nc1ccccc1)c1ccc(F)cc1	-2	1	1	0	5	3	-3.3	-6	8	0
Cc1cccc(C)c1NC(=O)CN1C(=O)S/C(=C\c2cccn2-c2cccc(C(=O)O)c2)C1=O	-11	8	10	2	0	-4	-1.0	1	12	2
COCCCNC(=O)C(=O)Nc1ccc2c(c1)N(S(=O)(=O)c1cccs1)CCC2	-1	-9	0	-3	-3	-4	-2.1	-6	-10	-1
N=C(N)SCCN	2	-18	0	-4	4	-9	-1.1	-1	1	9
COC(=O)c1ccc(C2C(Oc3ccc(OC)cc3)C(=O)N2CCc2ccc(OC)c(OC)c2)cc1 (centres undefined)	-3	-3	-3	-3	-6	2	0.0	3	1	-5
CC1CCc2c(sc(NC(=O)COC(=O)c3ccc(NC(=O)CC#N)cc3)c2C#N)C1 (centres undefined)	-43	-52	39*	-1	-4	23	-1.4	8	13	-4
COc1c(C)cc(Br)cc1C(=O)Nc1ccc(N2CCN(S(C)(=O)=O)CC2)cc1	-1	-1	4	0	-3	0	-3.1	-2	5	-1
CCn1c(SCC(=O)Nc2ccc(N(C)C)cc2)nnc1-c1cccc(C)c1	0	2	-5	2	-6	0	-5.1	4	-5	0
CC(C)C[C@H](NC(=O)Nc1cccc(Cl)c1)C(=O)O	5	-3	0	1	-3	-10	0.2	5	-3	-13
O=C(O)c1ccc(/C=N/NC(=O)c2ccc(NS(=O)(=O)c3cccs3)cc2)cc1	-15	-9	6	-1	2	9	-1.0	-3	-8	-1
CN(Cc1ccccc1)C(=O)COC(=O)c1cncc(Br)c1	3	-3	-5	-1	4	9	1.6	-3	10	-3
COCCN(C(=O)CCC(=O)Nc1cc(C)on1)C(C(=O)NC(C)(C)C)c1cccc(OC)c1OC (centres undefined)	-8	-3	-5	-5	3	4	-1.6	-5	-3	-2
COc1c(Cl)ccc(Cl)c1C(=O)NC(=O)Nc1nc(C)cc(C)n1	-1	7	-6	-3	0	6	-0.3	-2	3	-4
COC(=O)c1ccc(C23CC4(C2)[C@H](CN(Cc2ccc(-c5ccccc5)cc2)[C@@H]4c2ccccc2)C3c2ccc(C(F)(F)F)cc2)cc1 (some centres undefined)	/	-2	4	0	-3	3	-0.5	4	-1	3
CCN(CC)C(=O)c1nc[nH]c1C(=O)N1CCc2ccccc2C1	4	-3	-2	1	-1	-7	-0.1	8	15	-2
CCc1cccc(NC(=O)Cc2cn(C)c3ccccc23)c1	-19	-9	-1	-1	-3	0	-0.1	-7	15	-5
Clc1ccc(-c2cn3cc(Cl)ccc3n2)cc1	-14	0	-3	6	1	8	0.5	4	8	7
COc1ccc(OC)c(N(CC(=O)N2CCN(c3cc(Cl)ccc3C)CC2)S(C)(=O)=O)c1	-8	4	-4	-1	-2	-12	-0.2	-1	0	-5
COc1ccc(S(=O)(=O)NCCc2ccncc2)cc1	1	4	0	-2	1	10	1.9	4	-13	4
Cc1nc(-c2ccc(NC(=O)c3ccccc3Br)cc2)cs1	-19	-9	-2	3	1	3	-1.3	2	5	3
Cc1ccc(C(=O)NC(=S)NNS(=O)(=O)c2ccccc2)cc1	5	3	12	-2	1	3	-1.9	-2	-2	4
COc1ccc(CCNC(=O)CSc2nc(O)c(C(C)C)c(=O)[nH]2)cc1OC	3	-2	1	2	-1	1	-1.5	-4	-6	3
CC(C)CNC(=O)OCc1cn(Cc2ccccc2Cl)nn1	/	-1	-1	-2	4	/	/	0	/	4

Entries listed so far shown as hits in NR1D1 modulator:
canonical_smiles	HTRA1 inhibitor	SMARCA2 act	GC-A act	ARFGAP1 inh	PG9 Ab binder	NR1D1 modulator	ASAP1 inh	NPR2 activator
Cc1c(N=C2N=C(NC(=O)c3ccc(F)cc3)c3ccccc32)c(=O)n(-c2ccccc2)n1C	6	-2	58*	7	-0.2	92*	12	-4

(next part)
SMILES	HTRA1 inhibitor	mABHD4 FP	rCAG binder	SMARCA2 act	GC-A act	ARFGAP1 inh	PG9 Ab binder	NR1D1 modulator	ASAP1 inh	NPR2 activator
Cc1ccc(/C(O)=C2\C(=O)C(=O)N(C)C2c2ccc([N+](=O)[O-])cc2)cc1 (centres undefined)	4	1	0	1	0	0	0.9	2	8	4
Cc1cc(NS(=O)(=O)c2ccc(NC(=O)COc3c(C)cc(Br)cc3C)cc2)no1	-19	-16	71*	2	2	-9	-1.3	4	2	0
CCOC(=O)c1c(NC(=O)Cn2cnc3sc(C)c(-c4ccccc4)c3c2=O)sc(C)c1C	-10	1	10	-2	-2	-8	-1.4	0	6	-1
Cn1nc(-c2ccc(Cl)cc2)cc1NC(=O)Nc1ccccc1	-14	-5	15	7	16	7	0.6	-4	7	-7
Cc1ccc2cc(NC(=O)c3ccccc3)ccc2n1	-28	-5	-2	9.2*	4	11	0.8	-4	-10	-1
O=C(Cc1ccccc1)NNC1CC(=O)N(c2ccc(Br)cc2)C1=O (centres undefined)	2	0	1	-1	-6	2	-0.5	0	3	1
CC(C)NC(=O)CN1C(=O)c2ccccc2S1(=O)=O	-1	0	-3	-2	0	5	-0.5	-6	-5	-3
CCCCCCCc1nc2sc3c(c2c(=O)n1N)CC(C)(C)OC3	-1	3	2	-2	-2	-3	-1.6	18	4	-5
O=C(NCc1ccccc1C(F)(F)F)C1CCC(=O)N(CCCc2ccccc2)C1 (centres undefined)	-2	1	-7	-2	-2	0	-0.9	3	13	2
CCc1ccccc1OCCCOc1ccc(OC)cc1	-10	4	-2	3	-1	7	-2.3	4	7	-1
COc1ccc(-c2[nH]ncc2/C=N\NC(=O)c2cccs2)cc1OC	-4	-8	2	1	2	12	0.0	0	3	-3
C=CCCN([C@@H](C)C(=O)OC)S(=O)(=O)c1ccccc1Br	-1	1	-3	0	-2	1	0.7	2	-2	3
Cc1ccc(N=Cc2ccccc2O)cc1Cl	3	-4	2	4	0	-1	1.6	-3	-13	3
Clc1ccccc1CNc1nc2ccccc2n2cnnc12	0	2	2	-1	1	-4	-0.2	9	11	8
O=c1[nH]c(/C(Cl)=C/c2cccc(F)c2)nc2cc(C(F)(F)F)ccc12	1	1	1	-3	-2	0	4.1	-2	2	6
CN1CCC(Oc2ccc(Sc3ccccc3)cc2)CC1	0	5	-4	2	30	0	-3.3	7	1	16

Pulled one by one from the entries so far, two records:
SMILES	HTRA1 inhibitor	mABHD4 FP	rCAG binder	SMARCA2 act	GC-A act	ARFGAP1 inh	PG9 Ab binder	NR1D1 modulator	ASAP1 inh	NPR2 activator
Cc1ccc(C(=O)NC(=S)NNS(=O)(=O)c2ccccc2)cc1	5	3	12	-2	1	3	-1.9	-2	-2	4
C=CCCN([C@@H](C)C(=O)OC)S(=O)(=O)c1ccccc1Br	-1	1	-3	0	-2	1	0.7	2	-2	3

Compound activity from PubChem BioAssay.
